TRAIL sens C8 – caspase-8 TRAIL sensitization; 360,000 compounds, 1% hits; NB7+C8 cells + TRAIL, ATPlite viability luminescence; inhibition (viability loss, TRAIL sensitization), % at 10 µM;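 active means compounds causing at least 50% loss of cell viability in the single-dose screen, relative to plate controls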
KKLEB cytotox – counter-screen for CF NF-kB inhibitors: cytotoxicity | KKLEB CF airway cells viability, ATPlite luminescence, overnight; stronger effect = lower value; cells stimulated with P. aeruginosa culture filtrate | activity change (cytotoxicity), % at 5 µM | 360,000 compounds, 0.36% hits;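 active means corrected activity change at or below -50% at 5 µM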
Shn3 inh set2 – Schnurri-3 reporter inhibition in Clone20 osteoblasts. Clone20 osteoblast Shn3 3'UTR firefly luciferase, 24 h. AID 588674. inhibition, % at 12.5 µM. 360,000 compounds, 0.52% hits;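 active means mean inhibition of at least 75% with every replicate also reaching 75%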;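 further: 0% = median of neutral control wells and 100% = pilot-screen positive control compound; some compounds past the cut are filed as inactive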
TRPM1 prom inh – reduces MITF-dependent TRPM1 promoter luciferase signal | SK-MEL-5 TRPM1 promoter luciferase, 24 h | inhibition, % at 12.5 µM | 330,000 compounds, 0.83% hits;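 active means mean inhibition across replicates of 60% or more, whatever share of single replicates reaches that level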; further: values of inactives mirror those of a sister screen read the other way
NR2E3 ag-1 – activates human NR2E3 receptor; AID 602229; 360,000 compounds, 0.35% hits; inhibition of corepressor binding, % at 3.98 µM; Q9Y5X4; CHO-S Gal4-NCOR/VP16-NR2E3 two-hybrid, luciferase;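 active means inhibition above the mean of all tested compounds plus 3 SD, cut at about 70% in these data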;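 further: 0% = DMSO with NR2E3 transfected cells and 100% = cells lacking NR2E3 construct; higher means lower luciferase signal from less NR2E3 corepressor binding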
Target sequence (Q9Y5X4 whole entry, looked up, the tested form may be a part): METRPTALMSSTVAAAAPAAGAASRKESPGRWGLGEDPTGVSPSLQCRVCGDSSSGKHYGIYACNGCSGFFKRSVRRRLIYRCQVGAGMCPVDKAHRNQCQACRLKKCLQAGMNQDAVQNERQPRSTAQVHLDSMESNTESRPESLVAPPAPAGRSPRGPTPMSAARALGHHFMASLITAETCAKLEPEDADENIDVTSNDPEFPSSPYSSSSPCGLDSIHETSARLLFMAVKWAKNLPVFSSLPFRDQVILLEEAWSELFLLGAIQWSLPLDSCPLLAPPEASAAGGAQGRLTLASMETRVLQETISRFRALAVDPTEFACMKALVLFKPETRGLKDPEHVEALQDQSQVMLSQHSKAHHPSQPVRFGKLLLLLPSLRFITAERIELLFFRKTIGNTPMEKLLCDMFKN
CF NFkB inh – inhibitors of cystic fibrosis induced NF-kB; KKLEB NF-kB-GFP reporter, PAF-induced, GFP fluorescence overnight; inhibition, % at 5 µM; AID 588850; 360,000 compounds, 0.86% hits;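 active means at least 50% inhibition at 5 µM, scaled per plate between neutral and stimulator controls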;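 further: PAF is a Pseudomonas aeruginosa culture filtrate used as stimulus; plate controls were PAF-stimulated DMSO wells for no effect and unstimulated DMSO wells for full effect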
TROY signal inh – inhibitors of TROY-dependent NF-kB signaling; 360,000 compounds, 0.98% hits; inhibition, % at 10 µM; Q293 LMP1-TROYcd NF-kB luciferase reporter, 4 h;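 active means compounds whose plate-normalised and pattern-corrected inhibition of the luciferase reporter signal at the single screening dose is 50% or more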
NR2E3 ag-2 – activates human photoreceptor nuclear receptor NR2E3; GST-NR2E3/biotin-RetCOR TR-FRET, 1536-well; inhibition of corepressor binding, % at 4.78 µM; 320,000 compounds, 0.12% hits; AID 2300;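 active means percent inhibition above the cutoff of mean plus 3 SD of all tested compounds, set per screening campaign, cut at about 20% in these data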;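 further: 0% = DMSO wells and 100% = biotin wells as full block of FRET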
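Format: 1536-well format; test system: GST-NR2E3 and biotin-RetCOR proteins; read-out basis: percent inhibition of TR-FRET ratio; timing: 5 h incubation at 4 °C; detection: time-resolved FRET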
HIF-2a inh – HIF-2a inhibition | 786-0 RCC cells HIF-2a reporter, luciferase luminescence, overnight | inhibition, % at 18.8 µM | 360,000 compounds, 0.72% hits;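 active means inhibition of the luminescence signal of 40% or more relative to plate controls, in a single-dose primary screen at 18.75 µM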
TWEAK-Fn14 inh – inhibitors of TWEAK-Fn14 interaction signaling; inhibition, % at 10 µM; TWEAK-stimulated Fn14 reporter cells, luciferase luminescence, 8 h; 360,000 compounds, 2% hits; in the data active means inhibition above about 50%
Peg3 prom inh – reduces Peg3 promoter-driven luciferase expression in HeLa | 360,000 compounds, 1.7% hits | HeLa PEG-Prom luciferase reporter, luminescence, overnight | inhibition, % at 20 µM | AID 588405;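 active means inhibition of at least 50% at 20 µM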
* = called active by the depositor; / = not tested or not shown. This is a subset, so the mix of outcomes need not match the whole.

SMILES	TRAIL sens C8	KKLEB cytotox	Shn3 inh set2	TRPM1 prom inh	NR2E3 ag-1	CF NFkB inh	TROY signal inh	NR2E3 ag-2	HIF-2a inh	TWEAK-Fn14 inh	Peg3 prom inh
CN(C)S(=O)(=O)c1ccc(N2CCCC2)c(C(=O)Nc2ccc(C(N)=O)cc2)c1	-13	4	5	8	-17	-11	15	-2	17	-1	8
NNC(=O)COc1ccc(-c2n[nH]c(C(F)(F)F)c2-c2ccc(Br)cc2)c(O)c1	-6	7	8	-9	-34	-8	-2	-1	19	10	8
NC(=O)C1CCN(c2ncnc3c(-c4ccccc4)nsc23)CC1	-6	-22	-78	-57	12	-17	-27	0	-191	4	-262
Nc1cccc(-n2nnnc2CN2CCOCC2)c1	-12	-11	20	-5	-20	-2	3	-2	1	-5	8
Cc1cc(C)nc(NC(=O)c2cccc(Cl)c2)n1	-3	-3	-22	3	-32	-7	-2	-2	-9	13	-11
COc1ccc(S(=O)(=O)N2CCCCC2)cc1NC(=O)COc1ccccc1	7	1	4	-8	-4	-3	-8	3	1	22	13
Cc1nccn1CC(O)Cn1c2ccccc2c2ccccc21 (stereo unspecified)	8	0	11	-9	26	-1	/	-3	22	84*	4
O=c1[nH]c2ccccc2c(=O)n1Cc1ccccc1	-2	0	-7	-7	-21	-4	-15	-2	-10	-17	9
O=C1OCC(c2ccccc2)=C1c1ccccc1[N+](=O)[O-]	3	10	14	16	-16	3	-5	-1	8	-20	6
Cc1ccc(SCCC(=O)N/N=C/c2ccncc2)cc1	-14	14	8	-13	-22	0	0	4	10	-1	7
O=C(Cc1ccccc1)NCC(=O)OCc1ccccc1F	-1	-7	7	8	9	10	-5	5	8	12	10
COc1ccc(Nc2ncnc3ccccc23)c(OC)c1	9	-2	/	-20	-26	14	12	2	-24	12	-18
O=C(NCCc1ccccc1)c1noc2c1CCCCC2	-3	-3	-54	-105	-130	5	-25	2	-243	-12	-274
NC(=O)C1CCN(c2nc(-c3cccc(N)c3)cs2)CC1	-13	-8	-50	-46	-185	-26	13	/	-110	4	-261
CCOc1ccc(N=Nc2c(C)[nH]n(-c3ccccc3)c2=O)cc1	2	0	1	-5	-9	2	-22	0	0	-19	-2
CC1CCCCC1NC(=O)COC(=O)Cc1ccc(Br)cc1 (stereo unspecified)	-7	18	-5	-4	4	4	-2	0	3	-4	8
COc1cc(NC(=O)Cc2ccc(Cl)cc2)ccc1NC(=O)c1ccco1	0	28	3	-12	-35	-16	-45	1	-33	-11	-19
O=C(c1cccc(Cl)c1)N1CCN(C(=O)c2ccccc2F)CC1	-15	9	/	-2	-18	-5	3	1	23	-28	9
O=C(NCc1ccc(Cl)cc1)C1CCN(c2cnccn2)CC1	-2	-6	11	5	-14	1	7	0	15	-7	8
COc1ccc(C2=CC(=O)C[C@H](c3ccc(F)cc3)C2)cc1F	-2	-3	-4	-12	-16	6	-18	1	-33	-13	-2
CCC/C(O)=C1\C(=O)CC(C)(C)CC1=Nc1ccccc1OC	5	22	-6	8	-26	-1	-7	-2	10	-5	-18
CN1C(=O)C2(NCCc3c2[nH]c2ccccc32)c2ccccc21 (stereo unspecified)	-3	2	1	10	-2	4	16	2	28	12	15
O=C(O)CCC(=O)N1c2ccccc2NC2=C(C(=O)CC(c3ccc(F)cc3)C2)C1c1ccc([N+](=O)[O-])o1 (stereo unspecified)	-1	-1	7	18	-22	-3	-9	-3	3	7	4
Cc1ccc(O)c(C(CC(=O)N2CCCC2)c2ccccc2)c1 (stereo unspecified)	1	-10	-3	-6	22	14	9	5	18	18	8
O=C(OCc1nnc(-c2ccc([N+](=O)[O-])cc2)o1)c1ccc(F)c(S(=O)(=O)N2CCOCC2)c1	8	-11	-10	5	8	-8	-15	/	-5	-14	-8

Part of the list above in order of SMILES length, highest first:
SMILES	TRAIL sens C8	KKLEB cytotox	Shn3 inh set2	TRPM1 prom inh	NR2E3 ag-1	CF NFkB inh	TROY signal inh	NR2E3 ag-2	HIF-2a inh	TWEAK-Fn14 inh	Peg3 prom inh
O=C(c1cccc(Cl)c1)N1CCN(C(=O)c2ccccc2F)CC1	-15	9	/	-2	-18	-5	3	1	23	-28	9
NC(=O)C1CCN(c2ncnc3c(-c4ccccc4)nsc23)CC1	-6	-22	-78	-57	12	-17	-27	0	-191	4	-262
Cc1ccc(SCCC(=O)N/N=C/c2ccncc2)cc1	-14	14	8	-13	-22	0	0	4	10	-1	7

Carrying on.
SMILES	TRAIL sens C8	KKLEB cytotox	Shn3 inh set2	TRPM1 prom inh	NR2E3 ag-1	CF NFkB inh	TROY signal inh	NR2E3 ag-2	HIF-2a inh	TWEAK-Fn14 inh	Peg3 prom inh
Cc1ccc(C(C(=O)NCc2ccco2)N(CC2CCCO2)C(=O)Cn2nnc3ccccc32)cc1 (stereo unspecified)	-7	0	-5	8	-25	-2	-7	2	15	-9	2
c1ccc(-n2ncc3c2ncn2cnnc32)cc1	-9	5	8	-12	-26	2	-12	-2	-2	14	-4
Cc1ccc(NC(=O)N2CCc3ccccc3C2)cc1C	2	10	-80	-92	-105	-18	-54	/	-231	-4	-308
COC(=O)c1ccc(-n2c(CCC(=O)O)ccc2-c2ccc(C)cc2)cc1	4	-5	-7	-7	-23	-10	-26	1	-22	5	-22
COc1cccc(C(O)c2nc(-c3ccc(F)c(Cl)c3)cs2)c1 (stereo unspecified)	-33	2	-16	/	-2	12	-17	/	-26	-31	2
Cc1[nH]c(C)c(S(=O)(=O)N(C)Cc2ccccc2)c1C(=O)N1CCCC1	4	16	4	-5	1	-8	7	3	7	5	14
O=[N+]([O-])c1c(Nc2ccc(O)cc2)cc(N2CCOCC2)c2nonc12	15	-33	-1	15	-18	30	-12	1	36	-47	4
COC(=O)C(C(=O)OC)c1ccc(N)cc1	2	11	-31	-7	-13	-4	-14	-1	19	-29	19
O=C(NC1CC1)C1CC(=O)N(c2ccc(F)cc2)C1 (stereo unspecified)	9	1	1	-2	-16	3	-14	1	11	14	14
Cc1ccc(NC(=O)[C@@H]2O[C@H](CO)[C@H](O)[C@H](O)[C@H]2O)cc1C(F)(F)F	-17	0	10	/	-1	2	4	/	-11	6	2
Cn1nc(C(C)(C)C)cc1C(=O)N1CCCCC1c1cc(C(=O)NCc2ccccc2)no1 (stereo unspecified)	3	2	43	/	16	2	3	/	-14	23	5
CC(C)(C)c1ccc(CC(=O)N2CCC2(C)C(=O)Nc2ccc(F)cc2F)cc1 (stereo unspecified)	4	0	17	/	20	-19	11	/	8	-9	-3
Cc1ccc(C(CC(=O)O)NC(=O)CCNC(=O)c2ccco2)cc1 (stereo unspecified)	0	-21	1	4	2	11	-9	/	8	-14	-11
CC(SC(=S)N1CCOCC1)C(=O)O (stereo unspecified)	10	-9	6	5	-16	19	15	6	9	8	15
CCc1ccc(NC(=O)COC(=O)/C=C/c2c(C)nn(C3CCS(=O)(=O)C3)c2Cl)cc1 (stereo unspecified)	-5	-4	-2	0	1	44	-12	0	17	-20	-9
CCOC(=O)NN=C1c2ccccc2-c2ccccc21	2	9	3	6	14	-26	-13	/	10	-13	36
CCN(CC)CCCNC(=O)c1cc2c(=O)[nH]c3ccc(C)cc3c2s1	-13	-2	-11	-34	-44	-9	-18	/	6	11	-6
O=C(Nc1ccccc1F)c1ccc2nc(N3C(=O)CCC3=O)sc2c1	9	6	-59	-14	-3	6	-12	-4	-55	-25	-107
Cc1cccc(NC(=O)CN2CCN(C(=O)C(C)Oc3ccc(C#N)cc3)CC2)c1C (stereo unspecified)	2	3	5	1	-21	-4	13	-1	2	6	8
O=C(Cc1cccs1)Nc1nc(-c2ccccc2)cs1	17	16	16	-28	-25	-51	0	4	-236	42	-115
Cc1cc(C)c2c(=O)cc(C(F)F)oc2c1	-1	2	-10	1	3	-8	-1	4	7	1	5
CNC(=S)NN(c1ccccc1)c1ccccc1	-3	-7	12	11	14	26	-5	0	-10	0	26
CC(NC(=O)Nc1ccc([N+](=O)[O-])cc1)C(c1cccs1)N1CCCC1 (stereo unspecified)	-6	1	-7	-15	-12	-5	0	2	-11	5	-10
COC(=O)c1cc(S(=O)(=O)N2CCC(C)CC2)cn1C	-1	-6	-8	-3	-34	-6	-34	2	4	7	5
COc1ccc(S(=O)(=O)Nc2cccc3c2O[C@H](CN(C)C)[C@@H](C)CN([C@H](C)CO)C3=O)cc1	-3	-3	4	-3	-27	-7	-11	/	3	1	-2
O=C(c1ccco1)N1CCN(S(=O)(=O)c2cc(Cl)ccc2Cl)CC1	-23	-4	1	4	-27	4	-4	1	4	-4	10

Sorted by count of non-hydrogen atoms (lowest first): part of the list above
SMILES	TRAIL sens C8	KKLEB cytotox	Shn3 inh set2	TRPM1 prom inh	NR2E3 ag-1	CF NFkB inh	TROY signal inh	NR2E3 ag-2	HIF-2a inh	TWEAK-Fn14 inh	Peg3 prom inh
CC(SC(=S)N1CCOCC1)C(=O)O (stereo unspecified)	10	-9	6	5	-16	19	15	6	9	8	15
COC(=O)C(C(=O)OC)c1ccc(N)cc1	2	11	-31	-7	-13	-4	-14	-1	19	-29	19
CNC(=S)NN(c1ccccc1)c1ccccc1	-3	-7	12	11	14	26	-5	0	-10	0	26
O=C(NC1CC1)C1CC(=O)N(c2ccc(F)cc2)C1 (stereo unspecified)	9	1	1	-2	-16	3	-14	1	11	14	14
COC(=O)c1cc(S(=O)(=O)N2CCC(C)CC2)cn1C	-1	-6	-8	-3	-34	-6	-34	2	4	7	5
Cc1ccc(NC(=O)N2CCc3ccccc3C2)cc1C	2	10	-80	-92	-105	-18	-54	/	-231	-4	-308
COc1cccc(C(O)c2nc(-c3ccc(F)c(Cl)c3)cs2)c1 (stereo unspecified)	-33	2	-16	/	-2	12	-17	/	-26	-31	2
O=C(c1ccco1)N1CCN(S(=O)(=O)c2cc(Cl)ccc2Cl)CC1	-23	-4	1	4	-27	4	-4	1	4	-4	10
Cc1ccc(C(CC(=O)O)NC(=O)CCNC(=O)c2ccco2)cc1 (stereo unspecified)	0	-21	1	4	2	11	-9	/	8	-14	-11
O=[N+]([O-])c1c(Nc2ccc(O)cc2)cc(N2CCOCC2)c2nonc12	15	-33	-1	15	-18	30	-12	1	36	-47	4
COC(=O)c1ccc(-n2c(CCC(=O)O)ccc2-c2ccc(C)cc2)cc1	4	-5	-7	-7	-23	-10	-26	1	-22	5	-22
CC(C)(C)c1ccc(CC(=O)N2CCC2(C)C(=O)Nc2ccc(F)cc2F)cc1 (stereo unspecified)	4	0	17	/	20	-19	11	/	8	-9	-3
CCc1ccc(NC(=O)COC(=O)/C=C/c2c(C)nn(C3CCS(=O)(=O)C3)c2Cl)cc1 (stereo unspecified)	-5	-4	-2	0	1	44	-12	0	17	-20	-9
Cn1nc(C(C)(C)C)cc1C(=O)N1CCCCC1c1cc(C(=O)NCc2ccccc2)no1 (stereo unspecified)	3	2	43	/	16	2	3	/	-14	23	5
COc1ccc(S(=O)(=O)Nc2cccc3c2O[C@H](CN(C)C)[C@@H](C)CN([C@H](C)CO)C3=O)cc1	-3	-3	4	-3	-27	-7	-11	/	3	1	-2
Cc1ccc(C(C(=O)NCc2ccco2)N(CC2CCCO2)C(=O)Cn2nnc3ccccc32)cc1 (stereo unspecified)	-7	0	-5	8	-25	-2	-7	2	15	-9	2

High-throughput results from PubChem BioAssay.
